Compound activity (PubChem BioAssay)
Luc counter: Kinase-Glo luciferase inhibition (counter-screen); AID 1379; hit rate 0.28% among 200,000; Kinase-Glo luciferase, ATP luminescence, 8 min; Q27757; Potency, µM (highest dose often 38.3 µM), without a hit: top-dose activity change, negative = inhibition, most hits filed as inhibitors; note: potency is the fitted concentration of half-maximal effect; % is set by controls: 0 for no effect and ±100 for the full control effect; nearly all actives have a fitted effect of over 60% in size
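Luminescence was the read-out, taken after 8-minute incubation at ambient temperature. Luciferase turned over luciferin with 10 uM ATP in imidazole pH 7.2 buffer containing KCl, MgCl2, Tween 20 and BSA.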
IMPase Li inh: IMPase inhibition in cells with lithium potentiation; CHO-M1 cells, IP1 TR-FRET (IP-One), carbachol + lithium; Potency, µM (top dose mostly 59.4 µM), for inactives: at the top dose activity, negative = IMPase inhibition, most hits filed as inhibitors; hit rate 0.35% among 210,000; AID 1457;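 note: IP1 builds up when IMPase is blocked and the TR-FRET signal falls; potency is the fitted concentration of half-maximal effect; plate controls were basal vehicle for no effect and high inhibitor control for full effect; nearly all actives have a fitted effect of over 50% in size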
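Readout is a homogeneous TR-FRET IP1 immunoassay (Ex 320, Em 665 and 620), where raised cytosolic IP1 lowers signal. Cells were CHO-M1 treated 30 min at 37C with test compounds plus a little lithium; AC50 values came from Hill-equation fitting.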
LMNA splice mod: changes lamin A minigene splicing in HeLa cells | AID 1487 | hit rate 0.01% among 200,000 | HeLa LMNA splicing GFP/RFP minigene ratio, 48 h | Potency, µM (series often up to 46.1 µM), for the others: top-dose ratio change, negative = inhibition, actives largely listed as inhibitors; active = well fitted inhibition curve with a large enough effect in the signal ratio, with a control signal flat, not every such curve was filed as active; inconclusive = small, poorly fitted or top-dose-only effect, or effect the other way, or a change in a side signal; the % refers to the signal ratio; note: potency is the fitted concentration of half-maximal effect; % is set by controls: 0 for no effect and ±100 for the full control effect
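S3 HeLa cells stably expressing lamin A-EGFP splicing minigene plus DsRed2, 600 cells/well, 48 h compound exposure at 37C. Laser-scanning cytometry; analysed as GFP (500-530 nm)/RFP (575-640 nm) total intensity ratio; 0.5% DMSO vehicle.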
CBFb RUNX1 block: CBF-beta/RUNX1 interaction disruption; 230,000 tested, under 10 active; Q01196+Q13951; Potency, µM (titrated, usually from 59.8 µM), for the others: top-dose activity, negative = inhibition, usual class: inhibitors; AlphaScreen CBFb-His/RUNX1-biotin binding, biochemical; AID 1477; note: % of control where 0% means no effect
Target sequence (Q01196 whole entry, looked up): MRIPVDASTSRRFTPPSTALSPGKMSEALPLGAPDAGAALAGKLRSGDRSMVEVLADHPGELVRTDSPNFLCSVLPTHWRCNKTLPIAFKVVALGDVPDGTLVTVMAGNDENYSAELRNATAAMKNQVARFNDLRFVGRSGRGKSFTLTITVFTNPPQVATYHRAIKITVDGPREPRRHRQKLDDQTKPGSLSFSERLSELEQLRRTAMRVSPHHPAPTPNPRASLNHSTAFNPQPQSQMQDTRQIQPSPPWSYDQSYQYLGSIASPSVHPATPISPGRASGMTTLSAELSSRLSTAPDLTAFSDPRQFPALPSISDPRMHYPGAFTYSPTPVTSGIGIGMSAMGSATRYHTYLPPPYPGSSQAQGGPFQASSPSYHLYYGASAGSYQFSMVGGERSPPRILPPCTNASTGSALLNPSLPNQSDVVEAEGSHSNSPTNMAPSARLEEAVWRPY
Target sequence (Q13951 whole entry, looked up): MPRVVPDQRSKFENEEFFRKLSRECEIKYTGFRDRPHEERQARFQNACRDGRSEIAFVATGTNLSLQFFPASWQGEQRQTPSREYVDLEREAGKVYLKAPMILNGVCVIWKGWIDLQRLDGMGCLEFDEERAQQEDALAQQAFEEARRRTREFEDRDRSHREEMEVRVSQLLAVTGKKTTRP
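CBF-beta (His) and RUNX1 (biotin), 30 nM each; 20 min preassociation; + compound, 15 min; + beads 50 ng each (Ni, streptavidin), 90 min; RT; AlphaScreen read.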
Epigenetic derep: derepresses silenced GFP reporter in murine cells. murine LDR cells, GFP reporter derepression, 30 h. Potency, µM (titrated, usually from 53.9 µM), inactives show top-dose GFP activation, actives largely listed as activators. hit rate 0.2% among 280,000; note: potency is the fitted concentration of half-maximal effect; % of control where 0% means no effect; nearly all actives have a fitted effect of over 60% in size
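Reporter derepression read as number of fluorescent GFP-positive objects, 20-120 um in size, counted by laser-scanning cytometer. Mouse LDR line with an epigenetically silenced CMV-GFP locus; compound incubation 30 h, 37 C.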
NPSR antag: blocks cAMP signaling of the human neuropeptide S receptor; hit rate 1% among 220,000; Q6W5P4; Potency, µM (highest dose often 38.3 µM), for the others: top-dose activity change, negative = inhibition, usual class: inhibitors; CHO-NPSR cells, cAMP TR-FRET, antagonist mode; note: potency is the fitted concentration of half-maximal effect; % is set by controls: 0 for no effect and ±100 for the full control effect; nearly all actives have a fitted effect of over 50% in size; many of its hits are not listed in these tables
Target sequence (Q6W5P4 whole entry, looked up): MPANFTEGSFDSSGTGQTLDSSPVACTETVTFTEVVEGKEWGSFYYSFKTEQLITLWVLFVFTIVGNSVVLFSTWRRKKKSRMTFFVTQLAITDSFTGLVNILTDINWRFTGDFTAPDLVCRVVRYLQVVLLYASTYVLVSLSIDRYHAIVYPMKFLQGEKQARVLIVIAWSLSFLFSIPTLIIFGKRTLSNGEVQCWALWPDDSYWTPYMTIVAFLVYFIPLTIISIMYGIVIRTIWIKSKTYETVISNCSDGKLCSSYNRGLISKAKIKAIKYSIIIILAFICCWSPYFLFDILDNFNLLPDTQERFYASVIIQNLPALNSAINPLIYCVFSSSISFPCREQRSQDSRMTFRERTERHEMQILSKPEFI
aGal spleen mod: alpha-galactosidase A (human) modulation; Potency, µM (top dose mostly 80 µM), for the others: at the highest dose activity change, negative = inhibition, actives largely listed as inhibitors; P06280; hit rate 0.008% among 240,000; AID 2107; human spleen homogenate, 4MU-alpha-Gal fluorescence, 40 min;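 note: potency is the fitted concentration of half-maximal effect; 0% = enzyme with vehicle and -100% = no enzyme basal signal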
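Fluorogenic readout (Ex 365/Em 440 nm) of 4-methylumbelliferone released from 1 mM 4-MU-alpha-galactoside by spleen homogenate, 40 min at 37C, pH 5.0. Data normalized to no-enzyme and enzyme controls; Hill-equation AC50 from compound titrations.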
An asterisk follows results filed as active; ? = inconclusive; . = no result given; [ ] = dose if it differs, or a comment. Unless noted, calls come from the whole dose curve; as a rule, active = well fitted curve in the direction sought with a large enough effect; inconclusive = small, poorly fitted or top-dose-only effect, or another doubt; inactive = no such curve, though single readings can be large; an effect the other way counts as inactive or inconclusive. The list is partial; rates above refer to the full screens.

Below each compound – Luc counter	IMPase Li inh	LMNA splice mod	CBFb RUNX1 block	Epigenetic derep	NPSR antag	aGal spleen mod
C=COCCNC(=S)Nc1ccccc1
  -2.0%	24.9%	?	-8.6%	-0.1%	23.6%	1.0%
O=C(CNC(=S)NC(=O)C1CCCCC1)c1ccccc1
  -2.7%	?	0.4%	-8.4%	3.0%	-39.0%	3.1%
CC(=O)Nc1ccc(NC(=O)CSc2ccc(C(F)(F)F)cc2[N+](=O)[O-])cc1
  -0.3%	6.6%	-15.5%	-0.4%	-1.1%	6.2%	-12.8%
COc1cc(C(=O)Nc2nccs2)cc(OC)c1OC
  -0.1%	26.2%[38.3 µM]	-0.8%	10.7%	-1.1%	-2.9%[46.1 µM]	4.1%
COc1cc(C=O)ccc1OCCCCOc1ccccc1[N+](=O)[O-]
  -1.8%	7.5%	?	-3.1%	-1.0%	-5.9%	3.4%
CCC(=O)NC(=S)Nc1ccccc1C(=O)NC1CCCCC1
  0.6%	0.0%	2.0%	-3.9%	-1.9%	13.4%	-2.9%
O=C(c1ccccc1)c1nn(-c2ccc(Cl)cc2)c(=O)cc1C(F)(F)F
  2.1%	0.5%[38.3 µM]	?	-10.9%	1.3%	?	-6.8%
CCCC(=O)NC(c1ccc(OC)c(OC)c1)c1c(O)ccc2ccccc12 (configuration not stated)
  .	.	-6.2%	1.4%	1.9%	-23.8%[46.1 µM]	?
CCN(CC)S(=O)(=O)c1ccc(/C=C/C(=O)Nc2ccc(Br)cc2F)cc1
  -0.9%	8.9%	?	2.0%	-0.9%	-35.0%	0.3%
CCOc1ccc(C(=O)Nc2cccc(C(=O)O)c2)cc1Cl
  -6.1%	6.9%	13.7%[46 µM]	13.1%	-0.2%	2.7%	4.3%
O=C(O)C(C(=O)/C=C/c1ccco1)=C1SCCS1
  -4.4%	4.3%[38.3 µM]	17.5%	?	-1.2%	5.6%[46.1 µM]	-1.2%
C/C=C/C1Oc2ccc(OC)cc2N2C(=O)C(C)C(OCOC)C12 (configuration not stated)
  .	.	.	-1.1%[13.1 µM]	1.1%[10.1 µM]	.	-1.7%[17.5 µM]
Nc1c(C(=O)NCc2ccco2)nnn1-c1ccccc1
  0.4%	-19.8%[38.3 µM]	0.1%	2.6%	0.0%	-3.0%[46.1 µM]	7.8%
C1=CC2CC1CC2CNCc1ccco1 (configuration not stated)
  0.0%	35.6%[activator][38.3 µM]	-5.3%	2.1%	-1.0%	-6.4%[46.1 µM]	-1.8%
CSc1ccc(CNc2ccc(C)cc2)cc1
  -1.4%	1.4%[38.3 µM]	-5.3%	-16.8%	-1.2%	-18.0%[46.1 µM]	8.2%
Cc1nccn1CC(=O)N/N=C/c1cccc(O)c1
  -3.1%	1.4%	2.0%	9.6%	0.0%	10.6%	10.2%
COc1ccccc1N1CCN(CC(=O)c2c(C)[nH]c3cc(C)ccc23)CC1
  10.1%	-1.4%[38.3 µM]	?	3.5%	1.7%	-6.1%[46.1 µM]	-1.0%
Nn1cnn(Cc2ccccc2)c1=S
  1.8%	1.4%	-2.5%	17.5%	0.0%	-6.9%[46.1 µM]	-2.6%
COc1cc(OC)cc(C(=O)N[C@H](C(=O)Nc2ccccc2N2CCOCC2)C(C)C)c1
  -0.1%	26.2%[38.3 µM]	-2.9%	-6.6%	-9.1%	-13.0%[46.1 µM]	1.6%
CCCCNC(=O)C1CC(=O)N(CCC(C)C)C1 (configuration not stated)
  6.6%	-2.8%[38.3 µM]	4.0%	6.7%	-1.2%	-6.2%[46.1 µM]	-6.3%
CC[n+]1c(/C=C/c2ccc(N(C)C)cc2)ccc2ccccc21
  8.91µM*	71.7%[activator]	?	1.0%	3.8%	5.01µM*	0.2%
Cc1cnc(C(=O)OCC(=O)Nc2cccc(Cl)c2)cn1
  4.5%	15.8%[38.3 µM]	0.4%	-4.3%	-1.9%	4.2%[46.1 µM]	-15.1%
CC(C)C(=O)OC/C(O)=C(\C#N)c1nc2ccccc2[nH]1
  -0.1%	-8.1%	?	-10.3%	1.1%	-6.3%	3.1%
O=S(=O)(/N=C(\c1ccc(Cl)cc1)N1CCOCC1)c1ccccc1
  2.6%	6.8%	-4.9%	6.0%	1.0%	2.6%	3.4%
O=C(c1cccnc1)N1CCC(Oc2ccc(C(=O)N3CCCC(O)C3)cc2)CC1 (configuration not stated)
  -1.8%	0.1%	-12.4%[46 µM]	0.4%	0.1%	-12.5%	-3.1%
COc1ccc(NC(=O)C2C3CCC4C(CCC32)C4(Cl)Cl)cc1 (configuration not stated)
  -6.6%	1.0%	1.1%	6.0%	1.1%	14.1%	2.1%
COc1ccc(-c2nc(N=Nc3ccc(O)cc3)n[nH]2)cc1
  -0.5%	5.0%	?	-19.7%	2.2%	-15.0%	-5.2%
Cc1ccsc1/C=N/n1c(=S)[nH]nc(C)c1=O
  -0.5%	2.2%	-8.4%	?	-0.9%	3.1%	-1.4%
Clc1ccc(Cn2cc(/C=N/n3cnnc3)c3ccccc32)c(Cl)c1
  -2.2%	40.0%[activator][38.3 µM]	-1.7%	1.4%	-0.7%	-8.0%[46.1 µM]	6.4%
COCc1cccc(NC(=O)CCc2ccccc2)c1
  0.3%	1.4%	.	4.2%	-0.7%[10.1 µM]	14.9%	-1.6%
Cc1ccc(C(=O)COC(=O)c2ccc(O)cc2)cc1
  -4.5%	6.3%	.	7.7%	-1.6%	-10.7%	1.4%
C1CCc2c(nc3nnnn3c2NCC2CC2)C1
  .	.	.	-3.9%	2.2%	5.6%	3.5%
S=C(NCCc1ccccc1)N1CCn2cccc2C1c1ccncc1 (configuration not stated)
  3.0%	5.5%	?	0.6%	2.2%	-25.0%	0.9%
O=C(NC(=S)Nc1ccccc1N1CCCCC1)c1cccs1
  -1.4%	10.0%	?	-19.6%	-0.1%	-59.7%	1.4%
COc1ccc(N2C(=O)CCC(C(=O)N3CCOCC3)C2c2ccc(F)cc2)cc1 (configuration not stated)
  1.5%	6.7%[38.3 µM]	9.4%	0.8%	0.0%	-1.3%[46.1 µM]	-5.0%
Cc1c(Cl)cccc1NC(=S)N(Cc1ccco1)C(C)c1ccccn1 (configuration not stated)
  -0.2%	18.1%	14.4%[9.22 µM]	0.2%	-2.1%	-44.5%	-5.2%
COc1ccc(CN(C(=O)c2ccc(-c3ccccc3)[nH]2)C(C(=O)NC(C)(C)C)c2ccncc2)cc1 (configuration not stated)
  6.7%	7.8%	.	-4.4%	9.1%	-53.0%	-6.4%
S=C(Nc1ccc(Cc2ccncc2)cc1)Nc1cccc(Cl)c1
  1.9%	0.4%	.	4.1%	-4.4%	-13.8%	-5.3%
O=C(CSCC(=O)Nc1cccc([N+](=O)[O-])c1)Nc1ccccc1
  1.0%	10.5%	0.9%	-1.3%	0.0%	-22.1%[46.1 µM]	-2.0%
Cn1c(=O)[nH]c(=O)c2c1nc(CN1CCN(c3ccccc3F)CC1)n2CCCc1ccccc1
  1.4%	8.4%	9.3%	1.7%	0.0%	-25.8%	6.2%
Cc1occc1-c1nnc(SCC(=O)NCc2ccc3c(c2)OCO3)n1CC(C)C
  0.6%	12.6%[38.3 µM]	6.7%	0.0%	-1.0%	-13.2%[46.1 µM]	-11.0%
CC1(C)CC(NC(=S)NC2CC2)CC(C)(C)N1
  .	-6.7%	.	8.9%	-0.1%	-11.6%	2.4%
COc1ccc(CCCC(=O)NC(C)c2ccccc2)cc1 (configuration not stated)
  11.0%	1.6%	-2.1%	5.4%	-2.0%	6.0%	-4.5%
O=S(=O)(NCc1ccccc1)c1ccc(S(=O)(=O)N(Cc2ccccn2)Cc2ccco2)cc1
  -4.0%	4.3%[38.3 µM]	9.0%	-4.0%	-1.3%	-16.6%[46.1 µM]	3.5%
O=C(/C=C/c1ccc(O)cc1)c1ccccc1O
  4.47µM*	24.8%	.	2.3%	?	.	-5.7%
CCOC(=O)c1ccc(NC(=O)C(C)N2C(=O)c3ccccc3C2=O)cc1 (configuration not stated)
  14.0%	-4.2%[38.3 µM]	-4.2%	4.8%	-0.9%	?	-24.0%
O=C(CSCc1ccccc1)N1CCN(C(=O)c2ccco2)CC1
  -0.6%	3.7%	-10.2%	3.4%	-0.8%	-6.2%[46.1 µM]	-1.4%
Cc1ccccc1N1CCN(C2=NC(=O)/C(=C\c3cccs3)S2)CC1
  -2.1%	12.6%	?	4.2%	-0.2%	-34.6%	1.9%
O=C(NCCN1CCCCC1)c1cc2ccccc2[nH]1
  1.2%	4.9%[38.3 µM]	-13.7%	0.4%	-4.3%	11.9%[7.67 µM]	-4.1%
CC(C)CC(=O)n1sc(NC(=O)c2ccccc2)nc1=O
  -9.3%	3.8%[38.3 µM]	12.1%	-0.6%	-1.0%	-7.2%[46.1 µM]	-9.1%
CCc1c(C)nc(SCC(=O)Nc2nc(-c3ccc(OC)cc3)cs2)[nH]c1=O
  -1.7%	26.6%	?	-2.4%	0.0%	-12.2%	-7.8%
O=C(NC1CCCCC1)c1ccccc1NC(=S)NC(=O)C1CCC1
  6.0%	-7.7%	5.1%	0.9%	1.3%	5.9%	3.2%
CC(=O)C1=C(O)C(=O)N(c2nccs2)C1c1ccccc1 (configuration not stated)
  -3.0%	-10.6%[38.3 µM]	9.9%	-5.5%	0.7%	-7.2%[46.1 µM]	2.6%
COc1ccc(-c2cccc(-c3cc(=O)oc4ccc(C(C)(C)C)cc34)c2)cc1
  2.6%[39.9 µM]	7.9%	.	4.1%[89.1 µM]	-0.6%	.	8.4%[119 µM]
O=C(CSCc1ccccc1)Nc1cccc(C(=O)Nc2ccccc2C(=O)O)c1
  2.1%	-2.5%[38.3 µM]	-6.1%	-3.6%	-1.1%	-9.4%[46.1 µM]	-7.4%
CO/N=C(\C(=O)O)c1csc(NN=C(C)C)n1
  -3.2%	16.4%	?	-10.8%	0.0%	0.8%	-5.0%
Cc1ccc2cccc(Oc3ncnc4sc(C)c(C)c34)c2n1
  -0.4%	-2.0%	-6.1%	3.3%	0.0%	-25.2%	6.2%
CCCCNC(=O)CCn1c(=S)[nH]c2cc3c(cc2c1=O)OCO3
  -2.0%	?	6.3%	1.9%	-1.3%	-6.2%[46.1 µM]	3.7%
